# Assay outcomes as filed in PubChem BioAssay.
# BioA inh = M. tuberculosis BioA enzyme inhibitors, primary screen, biochemical, plate reader, single point, HTS; purified M. tuberculosis BioA enzyme; inhibition, % at 9.99 µM; actives 0.096% (n = 360,000); AID 602481, 2012; in the data active = inhibition above about 40%; inconclusive = no clear call, values can overlap the other calls
# FadD28 binding = inhibitors of FadD28 bisubstrate probe binding, primary screen, biochemical, fluorescence polarization, single point | Mycobacterium tuberculosis FadD28 fatty-acid-AMP ligase | inhibition, % at 12.5 µM | actives 0.22% (n = 360,000) | AID 588549, 2011; in the data active = inhibition above about 8.5%, passing the limit was not always enough; inconclusive = no clear call, values can overlap the other calls
# UGM FP inh = M. tuberculosis UGM enzyme inhibitors, primary screen, biochemical, fluorescence polarization, single point; actives 0.06% (n = 320,000); AID 504406, 2011; purified UGM, fluorescence polarization probe displacement; inhibition, % at 10 µM; in the data active = inhibition above about 10%, passing the limit was not always enough; inconclusive = no clear call, values can overlap the other calls
# Target sequence (P9WIQ1 whole entry, looked up): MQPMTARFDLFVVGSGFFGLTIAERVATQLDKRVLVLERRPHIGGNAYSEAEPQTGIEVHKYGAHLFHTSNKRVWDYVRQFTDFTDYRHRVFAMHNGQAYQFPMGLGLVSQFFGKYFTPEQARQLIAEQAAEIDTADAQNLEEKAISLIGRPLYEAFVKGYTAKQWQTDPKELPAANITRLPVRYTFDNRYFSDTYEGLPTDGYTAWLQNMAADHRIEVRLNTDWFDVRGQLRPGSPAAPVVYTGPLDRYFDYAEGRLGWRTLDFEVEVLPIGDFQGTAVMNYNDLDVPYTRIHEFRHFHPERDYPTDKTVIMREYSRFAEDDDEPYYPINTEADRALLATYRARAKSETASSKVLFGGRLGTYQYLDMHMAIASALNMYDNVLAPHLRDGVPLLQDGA
# Mtb FBA inh = Mtb FBA enzyme inhibitors, primary screen, biochemical, fluorescence, strain H37Rv | Fructose-bisphosphate aldolase (Mycobacterium tuberculosis (strain ATCC 25618 / H37Rv)), … | purified M. tuberculosis FBA, fluorescence read-out | inhibition, % at 1 µM | actives 2.3% (n = 360,000) | AID 588726, 2011; in the data active = inhibition above about 27%;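 note: 0% = vehicle and 100% = reference inhibitor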
# Target sequence (P9WQA3 whole entry, looked up): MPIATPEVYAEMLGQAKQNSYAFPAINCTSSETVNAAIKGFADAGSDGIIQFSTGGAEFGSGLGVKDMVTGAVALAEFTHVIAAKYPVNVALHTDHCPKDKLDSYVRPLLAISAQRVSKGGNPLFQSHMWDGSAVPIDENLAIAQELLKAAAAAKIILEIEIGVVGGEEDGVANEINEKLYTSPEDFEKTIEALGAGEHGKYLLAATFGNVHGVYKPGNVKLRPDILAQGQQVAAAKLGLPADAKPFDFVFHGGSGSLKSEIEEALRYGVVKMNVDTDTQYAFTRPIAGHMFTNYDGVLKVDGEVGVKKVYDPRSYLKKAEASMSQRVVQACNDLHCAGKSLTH
# BoNT-A LC inh2 = BoNT/A light chain protease inhibitors, primary screen, biochemical, flow cytometry, MLPCN library | multiplex microsphere protease substrate cleavage | Botulinum neurotoxin type A light chain protease (Clostridium botulinum A str. ATCC 3502) | actives 0.17% (n = 360,000) | inhibition, % at 10 µM; in the data active = inhibition above about 30%; inconclusive = no clear call, values can overlap the other calls; note: plate controls were buffer without enzyme for full effect and enzyme alone for no effect
# GDH-TPI inh = GDH-TPI coupling enzyme inhibitors, primary screen, artefact control for M. tuberculosis FBA inhibitor project, biochemical, absorbance, full deck; GDH-TPI coupled enzyme counterscreen, NADH absorbance; inhibition, % at 4.8 µM; actives 1.2% (n = 360,000);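 note: 0% = DMSO wells and 100% = wells lacking the enzyme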
# BoNT-F LC inh = BoNT/F light chain protease inhibitors, primary screen, biochemical, flow cytometry, MLPCN library; inhibition, % at 10 µM; Multiplex microsphere protease cleavage assay; actives 0.22% (n = 360,000); Botulinum neurotoxin type F light chain protease (Clostridium botulinum); in the data active = inhibition above about 35%, passing the limit was not always enough; inconclusive = no clear call, values can overlap the other calls; note: plate controls were buffer without enzyme for full effect and enzyme alone for no effect
# CCHFV vOTU inh = CCHFV vOTU protease inhibitors, primary screen, biochemical, Pep-AMC substrate, fluorescence; Crimean-Congo hemorrhagic fever virus L polyprotein viral ovarian tumor (vOTU) protease …; inhibition, % at 11.5 µM; actives 0.55% (n = 370,000); AID 651958, 2012; note: 0% = vehicle wells with enzyme and 100% = no enzyme wells
# PrPC surface inh = inhibitors of human cell surface prion protein PrPC, primary screen, cell-based, TR-FRET. Major prion protein (Homo sapiens), P04156. TR-FRET read-out. inhibition, % at 13.8 µM. actives 0.43% (n = 370,000). AID 720596, 2013; in the data active = inhibition above about 24%; note: 0% = median of the test wells and 100% = reference compound wells
# Starred values were filed as active, the others as inactive; ? = inconclusive; nt = not tested or not shown. Cut-off read from the data, not from the text of the source, unless noted: active = inhibition above about 30%; inactive = the rest. Rows are unselected (roughly 4.8% active in at least one column).
# The opening 2 records as a preview:
SMILES,BioA inh,FadD28 binding,UGM FP inh,Mtb FBA inh,BoNT-A LC inh2,GDH-TPI inh,BoNT-F LC inh,CCHFV vOTU inh,PrPC surface inh
Cc1ccc(S(=O)(=O)Nc2cc(C(=O)O)ccc2N2CCCCC2)cc1,nt,-1.3,-3.4,3,-0.8,6,1,-14,3
Cc1ccc(NCCN(C)C)c2c(=O)c3cc(O)ccc3sc12,nt,0.5,nt,-6,0.5,13,-33,6,-19

# This part in full, from the start:
SMILES,BioA inh,FadD28 binding,UGM FP inh,Mtb FBA inh,BoNT-A LC inh2,GDH-TPI inh,BoNT-F LC inh,CCHFV vOTU inh,PrPC surface inh
Cc1ccc(S(=O)(=O)Nc2cc(C(=O)O)ccc2N2CCCCC2)cc1,nt,-1.3,-3.4,3,-0.8,6,1,-14,3
Cc1ccc(NCCN(C)C)c2c(=O)c3cc(O)ccc3sc12,nt,0.5,nt,-6,0.5,13,-33,6,-19
CCCN1CCC[C@@H](c2cccc(O)c2)C1,0.5,0.6,1.6,1,-1.6,8,-13,4,-3
CCC(NC(=O)C1CCCC1)c1ccc(C)cc1 (stereo not drawn),-2.7,-0.5,-1.6,0,-1.4,4,2,-16,7
Cc1ccc(Cl)cc1N1CCN(S(=O)(=O)c2ccc3c(c2)CC(=O)N3C)CC1,-0.8,-0.1,2.4,0,0.8,3,0,1,3
COC(=O)c1c(S(N)(=O)=O)c2ccccc2n1C,1.1,-1.4,-1.4,33*,-2.2,-3,-5,-10,-1
CCOc1cc(C(=O)NCCN2C(=O)S/C(=C\c3cccnc3)C2=O)cc(OCC)c1OCC,nt,-2.2,-2.3,2,-0.4,5,-2,3,8
COc1ccc2c(c1)C(SCC(=O)NCc1ccccc1)CC(C)(C)O2 (stereo not drawn),0.4,-2.4,-3.9,3,-0.1,10,-6,0,-7
Cc1cccc(-n2nnc(C(=O)NC3CCCc4ccccc43)c2N)c1 (stereo not drawn),0.4,-3.6,-2.5,3,-1.2,-8,-16,12,15
CCNC(=S)N1CCN(c2ccccc2OCC)CC1,nt,-2.1,2.8,2,-0.1,7,7,-12,3
C[C@@H]1CCCCO[C@@H](CN(C)C(=O)c2ccncc2)[C@@H](C)CN([C@H](C)CO)C(=O)c2cc(N(C)C)ccc2O1,0.7,0.1,nt,3,0.1,-4,2,3,-7
COc1ccc(C(CCNCc2ccccc2)c2ccc(F)cc2)cc1 (stereo not drawn),1.0,-1.4,0.0,2,-0.3,9,-17,13,-8
COCCCNC(=O)Cn1ncc2c(=O)oc3ccccc3c21,-1.5,-3.4,-1.8,4,0.7,-4,-1,-2,-3
Cc1csc(NC(=O)c2cc3c(s2)CCC3)n1,-0.4,-4.7,-2.9,0,-0.4,7,0,11,10
CCc1noc(C)c1C(=O)N(CC)c1nc2c(C)cccc2s1,-3.6,-1.3,1.6,4,-2.6,14,-3,2,-7
COc1ccc(S(=O)(=O)c2ccc(OC)cc2)cc1,-1.0,-0.5,3.1,0,1.0,8,10,1,-3
Cc1ccc(-c2csc(N3CCC(NS(=O)(=O)c4ccc5c(c4)OCCO5)CC3)n2)cc1,-2.7,0.8,3.3,2,-0.8,0,-6,20,18
O=C(NC(Cc1c[nH]c2ccccc12)C(=O)O)c1ccccc1 (stereo not drawn),-0.2,-2.0,0.1,2,-1.4,-4,-7,0,7
Cc1ncoc1C(=O)N1CCCC(C(=O)c2ccc(C(F)(F)F)cc2)C1 (stereo not drawn),1.6,-4.1,0.5,2,-1.2,-1,-3,20,6
CC(C)(C)OC(=O)NCC1CCC(C(=O)NC[C@H](CC(=O)O)c2ccc(Cl)cc2)CC1 (stereo partly drawn),-2.1,-0.4,1.5,1,0.4,3,-22,12,4
Cc1cc(N)n(-c2ccc(C(=O)O)cc2)n1,0.4,-1.2,0.7,0,-0.3,6,-4,-6,4
CC(=O)C1=CN(Cc2ccccc2)CCC1=O,0.1,-2.5,nt,1,-0.3,6,-5,-6,-2
COC(=O)CCc1c(C)[nH]c(=S)[nH]c1=O,-3.1,-0.7,2.8,5,0.1,3,21,17,4
COc1ccc(SCCN2CC[C@@H](O)CCC2=O)cc1,0.8,-3.3,0.1,-3,-0.2,-11,3,4,8
CN1CCN(c2ccc(NC(=O)Oc3ccccc3)cc2)CC1,1.8,0.3,-0.1,-2,-0.6,0,6,2,-6
CCc1ccccc1NC(=O)c1nnn(CC(=O)Nc2ccccc2C)c1N,-0.7,-1.8,1.3,4,-0.1,2,5,5,-4
O=C(CN1CCN(Cc2ccc(Cl)cc2)C1=O)NCc1cccs1,1.9,-0.8,0.4,3,-0.9,8,-3,-5,4
O=C(NCCCN1CCN(CCCNC(=O)c2ccc3c(c2)OCO3)CC1)c1ccc2c(c1)OCO2,-4.3,-0.2,-0.5,0,-2.4,5,-1,-15,-3
CC(C)CC1C(=O)N(Cc2cn(CCC3OCCO3)nn2)CCS(=O)(=O)N1Cc1ccc(-c2ccc(F)cc2)cc1 (stereo not drawn),-0.7,-7.6,nt,-1,0.1,7,-1,17,-12
Cc1ccc(C(=O)CSc2nnc(Cn3nnc4ccccc43)n2C)cc1,1.4,-1.3,-0.5,-3,-0.8,8,-9,4,-1
COc1ccc2c(c1)C(c1ccc([N+](=O)[O-])cc1)=NNC(c1ccco1)=N2,0.8,1.1,-0.6,-1,0.0,33*,3,11,-18
CCCCCOC(=O)CSc1nc2c(c(=O)[nH]c(=O)n2C)n1Cc1ccc(Cl)cc1,-0.4,-2.0,-1.1,1,-0.1,1,-5,-6,-6
CC1CCCN(CCSc2ccc(Cl)cc2)C1 (stereo not drawn),nt,-4.3,0.0,1,-0.9,2,-3,3,1
CC1CCCC(NS(=O)(=O)c2ccc3c(c2)OCCO3)C1C (stereo not drawn),0.9,-3.7,?,0,-1.0,-7,-11,11,0
COCCCNC(=S)NNC(=O)c1ccc2c(c1)OCO2,-1.1,-4.0,0.1,0,-0.5,-6,-9,-10,1
CCOc1ccccc1NC(=O)C1CCN(c2nc(-c3ccc(OC)cc3)no2)CC1,-0.1,-3.6,1.5,-3,0.0,6,1,5,4
COc1ccccc1-c1n[nH]c(=S)n1Cc1ccccc1,-0.8,1.2,-1.3,2,-1.7,-4,2,2,0
Cc1cccc2cn[nH]c12,nt,-0.1,0.5,8,0.1,10,-4,11,-6
O=C(O)CN=C1NC2(CCCC2)Cc2ccccc21,0.4,1.4,-1.7,3,-0.5,-3,-4,-10,6
C/C(=N\OCc1ccc(C#N)cc1)c1cc2ccccc2o1,0.5,-2.9,1.7,2,-0.7,-13,-6,3,5

# Only PrPC surface inh, for four of the compounds above:
structure	PrPC surface inh
COc1ccc2c(c1)C(c1ccc([N+](=O)[O-])cc1)=NNC(c1ccco1)=N2	-18
CN1CCN(c2ccc(NC(=O)Oc3ccccc3)cc2)CC1	-6
C/C(=N\OCc1ccc(C#N)cc1)c1cc2ccccc2o1	5
CC(C)CC1C(=O)N(Cc2cn(CCC3OCCO3)nn2)CCS(=O)(=O)N1Cc1ccc(-c2ccc(F)cc2)cc1 (stereo not drawn)	-12

# Later entries
SMILES,BioA inh,FadD28 binding,UGM FP inh,Mtb FBA inh,BoNT-A LC inh2,GDH-TPI inh,BoNT-F LC inh,CCHFV vOTU inh,PrPC surface inh
O=C(c1ccc([N+](=O)[O-])cc1[N+](=O)[O-])N1CCN(C(=O)C2CCCO2)CC1 (stereo not drawn),1.9,-0.7,-3.0,2,0.0,10,-2,-4,-50
OCCNC(=S)NCCc1ccccc1,nt,-0.6,-2.0,-1,-0.5,3,-5,-9,-5
COC(=O)c1ccc(CN(c2ccccc2OC)S(=O)(=O)c2cccs2)o1,-1.9,-2.1,0.4,-2,0.3,11,2,5,-6
COc1ccc([C@H]2[C@H]3C=CC[C@@H](C)[C@@H]3C(=O)N2Cc2ccccc2)cc1Cl,-1.0,-1.6,-0.8,-3,-0.4,-1,1,-2,-1
Cc1ccc(OCC(=O)Nc2ccncc2)cc1C,-0.2,-2.5,nt,-4,-0.3,-6,-3,-2,-2
Fc1ccc(NC(=S)NCc2ccc3c(c2)OCO3)cc1,nt,-2.9,0.4,2,-0.2,-1,0,-1,7
CCC(=O)Nc1nc(-c2ccccc2)nc(SC)c1C(C)=O,nt,-2.7,0.1,-2,-0.4,3,-1,9,0
Cc1ccc(S(=O)(=O)N2CCC(C(=O)Nc3ccc(S(=O)(=O)N4CCCC4)cc3)CC2)cc1C,-0.6,-0.8,0.8,2,0.2,-1,-14,8,8
CN(C)/C=N/c1c(C#N)cnn1-c1nc2ccccc2s1,nt,-0.9,-1.4,1,-0.5,-1,5,0,-1
CC1(C)CC(=O)C2=C(C1)Nc1ncnn1C2c1cccs1 (stereo not drawn),nt,-2.0,0.7,9,0.2,10,5,-14,-3
Cc1ccc(NC(=O)CCC(=O)OCCCC(F)(F)C(F)(F)F)cc1,-0.7,-3.8,1.9,10,-0.1,-5,0,20,-3
O=C(Cn1cnc2c(nnn2-c2ccc(F)cc2)c1=O)NCC1CCCO1 (stereo not drawn),1.6,-2.9,-0.3,0,0.2,-2,0,-2,-4
COc1ccc(OC)c(-c2csc(NC(=O)COC(=O)C3CCC3)n2)c1,1.4,-1.7,-1.1,-4,0.6,3,7,-1,-4
CN(c1ccc([N+](=O)[O-])cc1C(N)=O)C1CCCCC1,nt,-1.2,-1.1,-15,0.2,-4,-4,6,-17
CN1CCN(S(=O)(=O)c2cccc(C(=O)NCCOc3ccccc3F)c2)CC1,-0.2,-6.1,2.1,-2,-0.2,1,3,12,-9
CC(=O)NC1(NC(C)=O)CCN(C)CC1,-0.9,-1.3,0.3,0,-0.9,0,-6,-14,11
CCC(NC(=O)Nc1cc(OC)c(OC)c(OC)c1)(C(F)(F)F)C(F)(F)F,3.0,0.5,1.0,2,0.9,-1,2,-11,-1
COc1ccc(C)cc1S(=O)(=O)N(CC(=O)Nc1cccc([N+](=O)[O-])c1)c1cc(C)cc(C)c1,-2.5,-1.6,1.0,-1,-0.5,6,-2,-13,-2
CCCCc1nnc(SCC(=O)Nc2nccs2)n1C,-1.4,-1.5,0.3,-1,-1.0,-2,-4,-8,-4
Cc1ccc(C(=O)N2CCN(Cc3ccc4c(c3)OCO4)CC2)o1,1.2,0.3,1.6,3,0.1,1,-4,10,-6
CCN(CC)C(=O)C1CC(=O)N(c2ccc(F)c(Cl)c2)C1 (stereo not drawn),nt,-4.5,-0.2,0,0.1,-11,-2,11,1
O=C(CCC(=O)N1CCN(S(=O)(=O)c2cccc(F)c2)CC1)c1cccs1,2.7,-4.3,1.8,0,0.2,-6,-2,6,-2
CN(C(=O)CSc1nnc(CN2CCCC2)n1Cc1ccccc1)c1ccccc1,1.2,-4.3,4.6,-1,-0.9,-2,9,12,-1
Cc1ccc(S(=O)(=O)Oc2ccc(/C=C3\N=C(c4cccc(C)c4)OC3=O)cc2)cc1,2.8,-4.7,-0.8,-1,3.8,10,4,-3,-6
CCOc1ccccc1NC(=O)C1CCN(C(=O)C2CC(=O)N(c3ccc(C)cc3)C2)CC1 (stereo not drawn),nt,0.3,-0.2,3,-6.2,-1,-27,-12,7
CCOC(=O)/C=C1/SCC(=O)N1CCOc1cccc(Br)c1,nt,-3.3,nt,3,0.1,6,-17,-2,7
COc1ccc(NC(=O)C2CCCN(S(C)(=O)=O)C2)cc1Cl (stereo not drawn),-2.4,-1.6,1.3,2,1.3,6,-8,-2,-2
